Screens from PubChem BioAssay.
mcGAS RapidFire = mouse cGAS inhibition by mass spec. Q8C6L5. recombinant mouse cGAS, cGAMP by RapidFire MS. inhibition, % at 12.5 µM. 130,000 compounds, 0.18% hits. AID 1259397;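 active = inhibition of cGAS enzyme activity at or above 60%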;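 note: enzyme stimulated by 45 bp dsDNA with ATP and GTP substrates; cGAMP share of summed cGAMP plus half ATP and half GTP signals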
Target sequence (Q8C6L5 whole entry, looked up): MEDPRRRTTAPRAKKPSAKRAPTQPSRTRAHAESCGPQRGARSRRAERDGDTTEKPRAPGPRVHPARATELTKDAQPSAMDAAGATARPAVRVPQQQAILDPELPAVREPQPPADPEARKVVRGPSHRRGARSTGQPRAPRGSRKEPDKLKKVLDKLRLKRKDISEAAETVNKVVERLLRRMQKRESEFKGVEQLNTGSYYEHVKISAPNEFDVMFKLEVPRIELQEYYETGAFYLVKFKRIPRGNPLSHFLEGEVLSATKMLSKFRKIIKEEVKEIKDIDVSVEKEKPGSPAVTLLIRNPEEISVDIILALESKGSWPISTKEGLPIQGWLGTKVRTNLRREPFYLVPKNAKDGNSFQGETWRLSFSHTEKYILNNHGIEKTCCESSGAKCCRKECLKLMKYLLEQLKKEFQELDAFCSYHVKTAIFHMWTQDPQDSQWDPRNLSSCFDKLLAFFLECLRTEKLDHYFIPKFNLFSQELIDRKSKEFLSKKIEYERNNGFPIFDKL
* marks the source's active call; other numbers are inactive results; & = joins results of further samples.

cpd | mol | mcGAS RapidFire
1 | O=C(Nc1cnc2n1CCCC2)c1nccnc1C(=O)N1CCCCC1 | -14
2 | CN(Cc1cnn(C)c1)C(=O)c1ccc(=O)n(C)n1 | 2
3 | Cc1ccc2nc(N3CCN(S(C)(=O)=O)CC3)[nH]c2c1 | -7
4 | CCOC(=O)c1c(NC(=O)c2cc3ccccc3oc2=O)sc(C(C)=O)c1C | -2
5 | NC(=O)C1CCCN1CCc1c(F)cccc1Cl (centres undefined) | 5
6 | CC1(c2ccc3ccccc3c2)NC(=O)N(CC(=O)N2CCN(S(C)(=O)=O)CC2)C1=O (centres undefined) | -2
7 | Cc1nc2c(c(-c3ccccc3F)c1C(=O)OCCC#N)C(=O)c1ccccc1-2 | 1
8 | CC(C)(C)C(=O)NCC1CCCN(C(=O)c2ccc3c(c2)OCO3)C1 (centres undefined) | -10
9 | COc1cccc(C(=O)Nc2c(C)nc3ccc(C)cn3c2=O)c1OC | 0
10 | CCc1ncc(C(=O)N(C)CCc2nc3ccc(OC)cc3[nH]2)cn1 | -4
11 | Cc1nn2c(=O)cc(CN3CC(C(N)=O)Cc4ccccc43)nc2s1 (centres undefined) | 10
12 | S=C(N=P(c1ccccc1)(N1CCOCC1)N1CCOCC1)N1CCCC1 | 44
13 | CCc1cc(N2CCCC(C)(CO)C2)nc(N(C)C)n1 (centres undefined) | -19
14 | Cc1nn(CCC#N)c(N)c1C1(O)C(=O)Nc2c(Cl)cc(Cl)cc21 (centres undefined) | 16
15 | COc1cccc(CNCc2ccc3c(c2)OCCO3)c1 | -5
16 | Fc1ccc(NCc2cn3cccnc3n2)cc1 | -8
17 | NC(=O)CC1CCN(Cc2ccc(F)c3cccnc23)CC1 | -12
18 | COC(=O)c1ccc(OCC(O)CN2CCN(S(=O)(=O)c3ccccc3Cl)CC2)cc1 (centres undefined) | 3
19 | O=C(NC1(c2ccccc2)CC1)c1cc(COc2ccc(-n3cncn3)cc2)on1 | -8
20 | Oc1cc(-c2cccc(Cl)c2)cc2c1OCCN(Cc1cscn1)C2 | -20
21 | COc1ccc2ccccc2c1C1NC(=O)C2CCCCN21 (centres undefined) | -3
22 | CCCn1c(O)c(C=NNC(=O)C2CCCCC2)c(=O)[nH]c1=S | -8
23 | Fc1ccccc1-n1cnnc1SCc1nc2ccccc2o1 | -4
24 | Cc1ccccc1-c1ncc(-c2c(-c3ccccc3)ncn2CCO)cn1 | -8
25 | COc1cc(OC)c(C(=O)Nc2ccc(N3CCOCC3)cc2)cc1OC | -2
26 | Cc1c(C#N)c(NC(=O)CNC(C)(C)C)n(-c2ccc(F)cc2)c1C | -2
27 | N#CC1C(=N)SC(=N)C(C#N)C1c1ccc(Br)cc1 (centres undefined) | 5
28 | Cc1cc(C(=O)N[C@@H]2C[C@H]3C(=O)N(C)CC(=O)N3C2)n[nH]1 | -8
29 | CCN1CCN(S(=O)(=O)c2cc(C(=O)OC)cs2)CC1 | -15
30 | CC(Cn1ccnc1-c1ccc(-c2ccn[nH]2)o1)Oc1cccnc1 (centres undefined) | -5
31 | CCN(C(=O)c1cc2c(cc1OC)CCC2)C(C)CO (centres undefined) | -27
32 | CC1CCc2c(C(=O)N3CCC(N(C)S(C)(=O)=O)CC3)csc2C1 (centres undefined) | 6
33 | CCNS(=O)(=O)c1cc(Br)ccc1OC | -4
34 | Fc1ccc(NC(=S)NC2CCCC2)cc1Cl | 1
35 | CCSC1=C(C#N)C2(CCCCC2)C(C#N)C(N)=N1 (centres undefined) | 1
36 | Cc1cc(C)c2c3c(sc2n1)C1(CCOCC1)C(C#N)C(=N)O3 (centres undefined) | -1
37 | O=C(Nc1nc(C2CC2)cs1)C1CCN(C(=O)C2CC2)CC1 | -11
38 | CCCNC(=O)COc1nc(Cc2ccc(F)cc2)no1 | -2
39 | CC(C)N(CCO)Cc1ccc(Br)cc1 | -13
40 | c1cncc(-c2nc(Oc3cccc4ccccc34)c3ccccc3n2)c1 | -13
41 | COc1ccc(NC(=O)/C(=C/c2ccco2)NC(=O)c2ccc(Br)o2)cc1 | -12
42 | COc1ccc(OC)c(/C=C/C(=O)Nc2cc(F)ccc2C)c1 | -1
43 | COc1cc(OC)cc(C(=O)N2CCN(C(C(=O)NCCc3ccccc3)C3CCCC3)CC2)c1 (centres undefined) | -6
44 | CC(C)C(NS(=O)(=O)c1ccccc1F)C(=O)N(C)Cc1ccc2c(c1)OCO2 (centres undefined) | -1
45 | O=C(CN1C(=O)c2ccccc2C1=O)Nc1ccc(Cl)cc1 | 5
46 | O=c1ccc(-c2ccccc2)nn1CCCNS(=O)(=O)c1ccc2c(c1)CCCC2 | 8
47 | Cc1cc(C)c(-c2cc(C(=O)NCCC(=O)O)no2)c(C)c1 | 1
48 | Cc1cc2ncn(-c3ccc([N+](=O)[O-])cc3[N+](=O)[O-])c2cc1C | -12
49 | O=C(NC12CC3CC(CC(O)(C3)C1)C2)c1cc(CN2CCOCC2)on1 | -8
50 | Cc1cc(=O)n2[nH]c(NC(=O)C3CCCCC3)nc2n1 | -3
51 | CNC(=O)CC1C(=O)NCCN1Cc1cnn(-c2ccc(C)c(C)c2)c1 (centres undefined) | 8
52 | Cc1c2c(=O)n(-c3ccccc3)[nH]c2cc(=O)n1Cc1ccccc1 | -1
53 | CCOC(=O)c1[nH]ncc1CN1CCCC(Nc2ccccc2)C1 (centres undefined) | -2
54 | CC(C)N(C(=O)c1ccc(-c2n[nH]c(C3CC3)n2)cc1)C1CCC1 | -8
55 | CC1(C(=O)Nc2ccccc2)CCN1C(=O)C1(c2ccccc2)CC1 (centres undefined) | -17
56 | COc1ccc(NS(=O)(=O)c2ccc(C)cc2C)c(Br)n1 | -6
57 | Cc1ncoc1C(=O)N(CC1CCN(C2Cc3ccccc3C2)CC1)CC1CCCO1 (centres undefined) | -10
58 | CN(Cc1ccco1)C(=O)CCN1C(=O)c2ccccc2C1=O | 0
59 | CCCC(=O)NCCNc1ccc(Nc2cc(C)ccn2)nn1 | -2
60 | Cc1noc(C)c1Cn1c(C)c(C(=O)NCc2ccc3c(c2)OCO3)sc1=O | -2

Next section.
cpd | mol | mcGAS RapidFire
61 | O=C(Nc1cccc2ccccc12)N1CCCC1C(O)C(F)(F)F (centres undefined) | -14
62 | COC(=O)Cn1c(=O)c2c(nc3n(-c4cc(C)ccc4C)c(C)cn23)n(C)c1=O | -9
63 | Cc1onc(-c2ccccc2)c1C(=O)NCCC(c1ccccc1)c1ccccc1 | -5
64 | CC(C)(C)NCC(O)c1ccc(O)c(CO)c1 (centres undefined) | -13&-5
65 | Cc1c(CC(=O)NCc2ccon2)c2c(n1Cc1ccccc1F)CCCC2=O | -9
66 | Cc1cc(OS(=O)(=O)c2c(C)noc2C)cc(C(C)C)c1 | -12
67 | O=C(O)c1c[nH]n2ccnc12 | -2
68 | COc1cccc(-c2cccc(NC(=O)C3CCCCN3C(=O)CCN3CCCC3=O)c2)c1 (centres undefined) | -10
69 | Cc1ccc(-c2nnc(CN3CCC(Oc4ccncc4)CC3)o2)cc1 | -6
70 | Cn1cc(C(O)CNC(=O)NC(c2ccc(F)cc2)C2CCC2)cn1 (centres undefined) | -10
71 | COC(=O)C12CCC(C)(C(O)C1)C2(C)C (centres undefined) | -8
72 | COC(=O)[C@@H]1C[C@H](NC(=O)c2cnc(OC)nc2)CN1C | -8
73 | O=C(C1CCCC1)N1CCCC(N2CCN(c3ccccc3)CC2)C1 (centres undefined) | -5
74 | CCC(Nc1cccc(OC)c1)C(=O)NCc1cnc(C)cn1 (centres undefined) | -41
75 | Cc1ccn(-c2ccccc2NC(=O)C2=NN(C(C)C)C(=O)CC2)n1 | -15
76 | COCCNC(=O)Cn1nc2c(c1N)CSC2 | -4
77 | C/C(=N/N=C1\NC(=O)C(CC(=O)Nc2cccc(Cl)c2Cl)S1)c1ccc(Cl)cc1 (centres undefined) | -37
78 | Cc1cc(=O)n2c(n1)SCC2CC(=O)N1CCC(C(N)=O)CC1 (centres undefined) | -8
79 | Cc1cc(C)cc(N2CCN(C(=O)CC3C(=O)NCCN3C3CCCC3)CC2=O)c1 (centres undefined) | -4
80 | Cc1ccsc1C(=O)NC1CC(=O)N(CCCc2ccccc2)C1 (centres undefined) | -6
81 | NC1CCC(n2cc(C(=O)N3CCCC(Nc4ccc(F)cc4)C3)nn2)CC1 (centres undefined) | 9
82 | CC(C)C(=O)Nc1cccnc1-c1ccc(Cl)s1 | -18
83 | O=C(O)[C@H]1C[C@@H](O)CCN1Cc1cnn(-c2ccccc2)c1 | -9
84 | COC(=O)CN1C(=O)C(C)ON=C1c1cnccn1 (centres undefined) | 1
85 | N=c1c2ccccc2ncn1NC(=O)c1ccncc1 | -15
86 | Cc1ccsc1-c1cnc(OC(C)(C)C)nc1OC(C)(C)C | -15
87 | O=C(c1cc(COc2cccc3cnccc23)on1)N1CCCC1c1ccccn1 (centres undefined) | -6
88 | COCCN1CCCC(O)(CN2CCN(c3cnccn3)CC2)C1=O (centres undefined) | -15
89 | CCn1cnnc1CNC(=O)NCC1CCCN(Cc2ccccc2)C1 (centres undefined) | -14
90 | Cc1ccc(/C=N\Nc2nc(=O)[nH]c(C)c2C(=O)Nc2ccc(Cl)cc2)cc1 | -2
91 | CSc1ccc(C(=O)NCCc2cccc(CN(C)C)c2)o1 | -1
92 | CCn1c(C2CCN(C(=O)CCc3cc(Cl)no3)CC2)nn(C)c1=O | -2
93 | CCOc1ccccc1-c1nc(CN2CCN(c3cccc(OC)c3)C(=O)C2)c(C)o1 | -4
94 | Cc1cc(C)n(Cc2cc(C(=O)N3CCSCC3)n[nH]2)n1 | -7
95 | CSCC[C@@H](CO)NC(=O)c1cn(-c2ccccc2)nn1 | -29
96 | O=C(NCCC1COc2ccccc2O1)c1ccc(-c2cccc(F)c2)nc1 (centres undefined) | -19
97 | CCC(C)C(C)=NNc1nc2ccccc2[nH]1 (centres undefined) | -9
98 | CN(C)CCN(Cc1cccc(O)c1)C(=O)CCc1cc(Br)cs1 | -1
99 | COC(=O)CC1(NC(=O)c2cc(N3CCNC3=O)ccc2F)CCC1 | -8
100 | CC(C)NC(=O)Cn1c(CO)cnc1SCc1ccccc1 | -2
101 | Cc1cc(C)nc(NNC(=O)c2cc(F)cc(F)c2)n1 | 2
102 | COc1cc(C(=O)Nc2ccc(-c3cnco3)cc2)ccc1C | -6
103 | N#Cc1ccc(C=C2N=C(c3ccc(Cl)cc3)OC2=O)cc1 | -2
104 | COC(=O)Cn1cnc2c(nnn2Cc2ccc(C)cc2)c1=O | 4
105 | CCCn1ncc(CN2CCCC(C(=O)c3ccc(OC)cc3OC)C2)c1C (centres undefined) | 8
106 | O=C1CCCN1C1CCN(Cc2c[nH]c(=O)[nH]c2=O)CC1 | -13
107 | CC(C)C1CCC(C(=O)N[C@@H](Cc2ccccc2)C(=O)O)CC1 (some centres undefined) | -7
108 | O=c1cnnc(Nc2ccc3c(c2)OCCO3)[nH]1 | 9
109 | C=c1ccccc1=C1N=C(c2cn(CC(=O)Nc3ccc(C)c(F)c3)cn2)NO1 | -10
110 | Cc1cc(C)n(-c2ccc(Sc3ccc(Cl)cc3)nn2)n1 | -3
111 | CNC(=O)c1cccc(CNc2ccc(Cl)c(C#N)n2)c1 | -14
112 | CC1(C(=O)NS(=O)(=O)c2ccccc2)CCN1C(=O)CCC1CCCC1 (centres undefined) | -3
113 | CCCNC(=O)NCc1cc(C)cc2c(C)c(CC)[nH]c12 | -24
114 | COc1ccc(-c2cc(C3CC3)c(C#N)c(N)c2C#N)cc1 | 47
115 | COc1ccccc1N1CCN(CCN2C(=O)c3ccccc3C(C)(C)C2=O)CC1 | -2
116 | Cc1ccc(-n2ncc3c(C(C)C)nn(CC(=O)N4CCc5ccccc54)c(=O)c32)cc1C | -4
117 | CC(=O)N1CCC(CCNC(=O)Nc2cc(F)ccc2Cl)CC1 | -10
118 | CN(CC1Cc2ccccc2O1)C(=O)CCn1nnnc1CN1CCOCC1 (centres undefined) | -3
119 | CC1CC/C(=C/C(=O)N2CCN(C(C)C)CC2)C1 (centres undefined) | 2
120 | CC1CC(c2cccc(F)c2)N(C(=O)NC(C)c2nncn2C)C1 (centres undefined) | -7

Next section:
cpd | mol | mcGAS RapidFire
121 | CC1CN(C(C)(C)CNC(=O)c2ccc(=O)[nH]n2)CC(C)O1 (centres undefined) | -3
122 | NS(=O)(=O)c1ccc(NS(=O)(=O)c2cccs2)cc1 | 7
123 | CC(C)CCNC(=O)C1(C)CCN1Cc1ccccc1Cl (centres undefined) | -7
124 | CC(C)C(Oc1ccccc1Br)C(=O)O (centres undefined) | -11
125 | CCC1(CC)CN(C(=O)c2nnc(COC)o2)CCO1 | -16
126 | COc1ccc(C(=O)OCCN(C)C2=NS(=O)(=O)c3ccccc32)c(OC)c1 | -8
127 | CCNC(=O)Cn1c(CO)cnc1SCc1c(F)cccc1Cl | 3
128 | Fc1ccc(C2c3cccn3CCCN2Cc2ccoc2)c(F)c1 (centres undefined) | -2
129 | CC(=O)N1Cc2ccccc2C[C@H]1C(=O)NCc1ccc(N2CCCCCC2)nc1 | -21
130 | COC(=O)c1cc(-c2ccc(F)cc2F)on1 | 5
131 | CC1CN(C(=O)C2(S(C)(=O)=O)CCCC2)CC1N(C)C (centres undefined) | -2
132 | O=c1c2cc3c(=O)n(Cc4cccnc4)ccc3nc2ccn1CCN1CCOCC1 | -9
133 | O=C(NC1CCCN(CCc2ccccc2)C1)C1=CCCC1 (centres undefined) | -3
134 | Cc1nc2c(C#N)cnn2c(C)c1CCC(=O)NC1(C)CCC(C)CC1 (centres undefined) | -1

Looked up one by one from the entries so far:
cpd | mol | mcGAS RapidFire
129 | CC(=O)N1Cc2ccccc2C[C@H]1C(=O)NCc1ccc(N2CCCCCC2)nc1 | -21
125 | CCC1(CC)CN(C(=O)c2nnc(COC)o2)CCO1 | -16
126 | COc1ccc(C(=O)OCCN(C)C2=NS(=O)(=O)c3ccccc32)c(OC)c1 | -8
124 | CC(C)C(Oc1ccccc1Br)C(=O)O (centres undefined) | -11
122 | NS(=O)(=O)c1ccc(NS(=O)(=O)c2cccs2)cc1 | 7
132 | O=c1c2cc3c(=O)n(Cc4cccnc4)ccc3nc2ccn1CCN1CCOCC1 | -9
131 | CC1CN(C(=O)C2(S(C)(=O)=O)CCCC2)CC1N(C)C (centres undefined) | -2

Sorted by value in mcGAS RapidFire (low to high): some entries from above
nr	structure	mcGAS RapidFire
22	CCCn1c(O)c(C=NNC(=O)C2CCCCC2)c(=O)[nH]c1=S	-8
56	COc1ccc(NS(=O)(=O)c2ccc(C)cc2C)c(Br)n1	-6
38	CCCNC(=O)COc1nc(Cc2ccc(F)cc2)no1	-2

The list is partial; count on the stated rates, not on these rows.
